# NCI-60 one-dose screen, 48 h, at 10 µM unless noted. Numbers give growth in % (100 = growth as untreated, 0 = no growth, -100 = all killed).
# HCC-2998: HCC-2998 colon cancer; AID 1794799; hit rate 4.7% among 79,000
# SNB-75: SNB-75 CNS cancer; AID 1794750; hit rate 5% among 79,000
# KM12: KM12 colon cancer cells | hit rate 5% among 82,000
# SNB-19: SNB-19 CNS cancer cells. hit rate 2.5% among 81,000
# DU-145: DU-145 prostate cancer; hit rate 4.2% among 81,000; AID 1794760
# HT29: HT29 colon cancer; hit rate 7.4% among 81,000
# SW-620: SW-620 colon cancer; AID 1794795; hit rate 5.2% among 82,000
# SF-539: SF-539 CNS cancer; hit rate 6.8% among 81,000
# PC-3: PC-3 prostate cancer cells. hit rate 3.9% among 80,000. AID 1794754
# The depositor's hits bear a star; · = no result given; & = joins results of further samples. Rule for the calls: active = growth percent below 10; inactive = the rest.
SMILES,HCC-2998,SNB-75,KM12,SNB-19,DU-145,HT29,SW-620,SF-539,PC-3
COc1ccc(C(=O)NC(=O)Nc2ccc3c(c2)NC(=O)/C3=C\c2[nH]c(C)c(C(=O)O)c2C)c(F)c1,47,30,26,79,28,16,55,48,40
C=CCC(C(=O)OCC)(C(=O)OCC)/C(C)=C/C,97,79,110,120,97,116,107,98,96
COc1cccc(/C=N\NC(=S)N/N=C/c2cccc(OC)c2OC)c1OC,106&108,100&92,107&109,113&94,112&126,101&103,113&113,97&103,103&87
c1ccc(Cn2c(N=Nc3c(Nc4ccccc4)ccc4ccccc34)nc3ccccc32)cc1,121,70,·,96,111,104,98,100,86
O=C1Nc2ccc(Cl)cc2C12Oc1ccccc1C1CC(c3ccc(F)cc3)=NN12 (centres undefined),99,78,94,93,100,103,95,94,·
NC(=O)NN=C(C1CC1)C1CC1,·,93,104,106,116,103,99,90,112
CCOC(=O)C(C(C)=O)C(=O)OCC,89,85,101,106,97,101,101,102,99
CC1=NN(c2ccccc2)C(=O)C1N=Nc1ccc(S(=O)(=O)Nc2cc(C)nc(C)n2)cc1 (centres undefined),97,93,94,104,110,100,106,87,80
CC12CCC(C3NC(=S)NN=C31)C2(C)C (centres undefined),109,89,110,102,118,103,111,104,95
COC(=O)[C@@H](Cc1ccc(O)cc1)NC(=O)/C=C/c1ccccc1,99,80,103,106,106,107,103,99,97
COc1ccc(C2C(C#N)=C(N)Oc3n[nH]c(-c4cccs4)c32)cc1C(F)(F)F (centres undefined),104,75,91,89,107,92,88,108,87
O=C(NCC(O)CO)c1ncc(-c2ccc(C(F)(F)F)cc2)c(NC2CCCCCC2)n1 (centres undefined),108,87,105,99,105,110,100,96,79
Cc1ccc(N=Nc2c(N)nn3c(-c4ccc(C)cc4)c(-c4nc5ccccc5s4)c(N)nc23)cc1,103,79,100,98,112,102,99,98,96
CB1C=Cc2cc(-c3cccc(Cl)c3)ccc2N1,92,91,100,110,109,92,109,96,94
CCCCCCCSC(=S)NC1c2ccccc2Oc2ccccc21,117,90,96,106,114,91,96,92,87
CCC(C)(C)NCCCCCNc1cc(OC)cc2cccnc12,86&115,56&94,102&103,103&116,107&119,89&99,93&103,95&103,90&76
O=C1OC(c2ccccc2)=NC1c1ccccc1 (centres undefined),98,101,105,104,112,112,106,112,92
Cc1cc(Cl)ccc1NC(=O)/C(Cl)=C1/Sc2ccccc2NC1=O,119,71,96,94,121,107,113,94,78
COCOc1cc2oc(C(=O)N[C@@H](Cc3ccccc3)C(=O)C(=O)NCc3ccccc3)c(C)c(=O)c2cc1OCOC,107,·,102,95,105,112,110,103,99
Cn1c(N)c(N)c(=O)n(C)c1=O,108,81,100,99,106,112,109,92,107
CCOP(=O)(OCC)/C(C#N)=C\c1ccc(OC(C)=O)cc1,98,98,105,108,110,92,109,104,85
Cc1nn(-c2ccccc2)nc1C(=O)NCC1CC1,101,83,104,101,105,100,112,103,106
CCN1C(=O)N(CC)C2Nn3c(s/c(=C\c4ccc(Cl)cc4Cl)c3=O)=NC21 (centres undefined),74,43,13,49,24,79,30,13,34
O=C(Cc1ccc(Cl)nc1)Nc1cc(NCc2cccnc2)c([N+](=O)[O-])cc1Cl,100,83,108,90,99,100,94,94,94
CSc1nc(C)cc(Cl)n1,106,108,110,102,122,116,115,100,95
Clc1ccc2c(NCCNc3nc(N4CCCC4)nc4ccccc34)ccnc2c1,7.2*,12,11,25,5.1*,-27*,5.3*,-93*,22
Nc1nc(Nc2ccccc2)nn1Cc1ccc(F)cc1F,115,122,109,99,114,101,117,100,105
O=C(O)CCN1C(=O)c2ccccc2C1=O,117,88,103,95,109,107,105,98,96
Cc1ccc(N/N=C/c2ccc([N+](=O)[O-])cc2)cc1C,103,107,54,104,91,104,94,104,76
O=C(O)c1cc(Cl)c2ccccc2c1O,98,·,110,101,119,104,102,101,·

# A second format for 21 compounds above:
compound	HCC-2998	SNB-75	KM12	SNB-19	DU-145	HT29	SW-620	SF-539	PC-3
COC(=O)[C@@H](Cc1ccc(O)cc1)NC(=O)/C=C/c1ccccc1	99	80	103	106	106	107	103	99	97
COc1ccc(C2C(C#N)=C(N)Oc3n[nH]c(-c4cccs4)c32)cc1C(F)(F)F (centres undefined)	104	75	91	89	107	92	88	108	87
O=C(NCC(O)CO)c1ncc(-c2ccc(C(F)(F)F)cc2)c(NC2CCCCCC2)n1 (centres undefined)	108	87	105	99	105	110	100	96	79
Cc1ccc(N=Nc2c(N)nn3c(-c4ccc(C)cc4)c(-c4nc5ccccc5s4)c(N)nc23)cc1	103	79	100	98	112	102	99	98	96
CB1C=Cc2cc(-c3cccc(Cl)c3)ccc2N1	92	91	100	110	109	92	109	96	94
CCCCCCCSC(=S)NC1c2ccccc2Oc2ccccc21	117	90	96	106	114	91	96	92	87
CCC(C)(C)NCCCCCNc1cc(OC)cc2cccnc12	86&115	56&94	102&103	103&116	107&119	89&99	93&103	95&103	90&76
O=C1OC(c2ccccc2)=NC1c1ccccc1 (centres undefined)	98	101	105	104	112	112	106	112	92
Cc1cc(Cl)ccc1NC(=O)/C(Cl)=C1/Sc2ccccc2NC1=O	119	71	96	94	121	107	113	94	78
COCOc1cc2oc(C(=O)N[C@@H](Cc3ccccc3)C(=O)C(=O)NCc3ccccc3)c(C)c(=O)c2cc1OCOC	107	·	102	95	105	112	110	103	99
Cn1c(N)c(N)c(=O)n(C)c1=O	108	81	100	99	106	112	109	92	107
CCOP(=O)(OCC)/C(C#N)=C\c1ccc(OC(C)=O)cc1	98	98	105	108	110	92	109	104	85
Cc1nn(-c2ccccc2)nc1C(=O)NCC1CC1	101	83	104	101	105	100	112	103	106
CCN1C(=O)N(CC)C2Nn3c(s/c(=C\c4ccc(Cl)cc4Cl)c3=O)=NC21 (centres undefined)	74	43	13	49	24	79	30	13	34
O=C(Cc1ccc(Cl)nc1)Nc1cc(NCc2cccnc2)c([N+](=O)[O-])cc1Cl	100	83	108	90	99	100	94	94	94
CSc1nc(C)cc(Cl)n1	106	108	110	102	122	116	115	100	95
Clc1ccc2c(NCCNc3nc(N4CCCC4)nc4ccccc34)ccnc2c1	7.2*	12	11	25	5.1*	-27*	5.3*	-93*	22
Nc1nc(Nc2ccccc2)nn1Cc1ccc(F)cc1F	115	122	109	99	114	101	117	100	105
O=C(O)CCN1C(=O)c2ccccc2C1=O	117	88	103	95	109	107	105	98	96
Cc1ccc(N/N=C/c2ccc([N+](=O)[O-])cc2)cc1C	103	107	54	104	91	104	94	104	76
O=C(O)c1cc(Cl)c2ccccc2c1O	98	·	110	101	119	104	102	101	·

# More records:
SMILES,HCC-2998,SNB-75,KM12,SNB-19,DU-145,HT29,SW-620,SF-539,PC-3
O=C(/C=C/c1ccc(Cl)cc1Cl)c1cccc(OCCCOc2cccc(C(=O)/C=C/c3ccc(Cl)cc3Cl)c2)c1,101,73,104,96,109,104,99,99,92
O=C(O)C(Nc1ccc2ccccc2c1)C(=O)O,105,95,100,104,114,87,104,104,93
COc1cc2nc(-c3ccc(-n4cncc4-c4ccc(N)cc4)cc3)sc2c(OC)c1OC,90,·,54,85,86,23,64,74,40
CCOC(=O)C(C#N)C(C)(C)C#N (centres undefined),98,82,103,102,109,93,100,99,108
COc1cc(/C=C2/Oc3c(c(OC)c4ccoc4c3CN3CCOCC3)C2=O)ccc1O,101,100,100,98,106,112,108,96,96
CSc1nc2sc3c(c2c(=O)n1-c1ccc(C(C)C)cc1)CCC(=O)C3,16,·,-42*,9.6*,40,11,-30*,-22*,-6.6*
O=Cc1cc([N+](=O)[O-])ccc1OCC(=O)O,107,112,118,117,116,110,110,89,90
CCC(C)(C)C1CCCCC1,100,105,104,109,113,120,105,96,88
O=C1c2ccccc2C(=O)N1OCCCN1C(=O)c2ccccc2S1(=O)=O,108,89,111,106,118,100,103,97,101
N#Cc1cn(Cc2ccc(Cl)cc2Cl)c(C(=O)c2ccc(Br)cc2)c1N,108,90,99,69,100,102,99,81,87
CN(CCn1ccnc1[N+](=O)[O-])c1ccc(C=O)cc1,110,104,100,100,107,105,97,101,103
CNC(=O)O[C@H]1CC[C@@]2(C)C(=CC[C@H]3[C@@H]4CC[C@H]([C@H](C)CCCC(C)C)[C@@]4(C)CC[C@@H]32)C1,105,90,105,106,108,100,102,93,94
Cc1ccc2c(Cl)cc(Cl)c(O)c2n1,100,77,107,94,111,108,106,110,86
N=C1/C(=C2\Nc3ccccc3S2)CC(=O)N1c1ccc(SC(F)F)cc1,·,88,62,74,83,51,61,48,·
Cc1ccc(-n2c(C)nn3c(=O)c4c5c(sc4nc23)CN(C)CC5)cc1,97,93,96,105,100,87,104,101,·
O=C(Nc1ccc([N+](=O)[O-])cc1)c1cc2ccccc2cc1O,5.4*,-6.4*,93,24,103,24,4.6*,2.5*,-11*
CCC(CC)(NC(=O)c1ccccc1)C(=O)O,92,82,92,109,105,92,98,95,97
O=C(O)CN1CCSC1=NC(=O)c1ccc(Cl)cc1,100,86,111,111,122,94,114,104,93
O=C(NCCN1CCOCC1)c1cc2cc(Cl)ccc2[nH]1,101,92,103,98,106,106,101,91,·
FC(F)(F)c1cccc(Nc2nc3ccccc3nc2Nc2cccc(C(F)(F)F)c2)c1,-55*,-92*,-37*,7.8*,-1.3*,-54*,-27*,-79*,15
NC(N)=Nc1cccc(Oc2ccc(N=C(N)Nc3ccc(Br)c(C(F)(F)F)c3)cc2)c1,80,84,65,29,87,88,82,70,24
O=C1OCC(CO)O1 (centres undefined),107,83,108,104,112,93,99,94,104
COc1cc(CCC[P+](c2ccccc2)(c2ccccc2)c2ccccc2)cc2c1OCO2,24,13,11,15,48,79,38,43,17
O=C1/C(=C/c2ccc([N+](=O)[O-])cc2)COc2ccc(O)c(O)c21,-78*,19,-55*,15,-19*,4.9*,-41*,-92*,-6.7*
CCCCCC1(C(OC)OC)NC(=O)N(C)C1=O (centres undefined),94,91,94,104,102,101,104,97,101
O=C(O)CN(CC(=O)O)Cc1ccccc1,107&102,95&93,101&108,96&101,103&108,101&102,97&108,95&104,94&96
C=C(C)[C@@H]1CC[C@]2(COC(=O)c3cccnc3)CC[C@@]3(C)[C@]4(C)CC[C@@H](C(=C)C)[C@](C)(CCCN)[C@H]4CC[C@]3(C)[C@@H]12,100,81,88,97,95,84,78,90,36
CCN1C(=O)N(CC)C2Nn3c(s/c(=C4\C(=O)N(C)c5ccccc54)c3=O)=NC21 (centres undefined),89,9.7*,30,57,18,75,26,9.3*,28
O=C(NCc1ccccc1)c1ccccc1,100,94,105,100,107,107,104,103,99
O=C(NCC1CC1)NC(=O)c1c(F)cccc1Cl,107,92,108,99,117,106,100,98,98
N#C/C(=C\c1ccc(-c2ccccc2Cl)o1)c1nc2ccccc2c(=O)[nH]1,103,98,99,92,107,103,108,91,91
CC(C)(C)OC(=O)N1CCC2(CC1)NC(=O)c1ccccc1N2,104,91,107,98,113,93,97,106,95
CCN1C(=O)/C(=C/c2ccc(OC)cc2)SC1=S,102,103,120,111,117,117,115,126,113
N#C/C(=C\c1ccccn1)c1cc2ccccc2[nH]1,98,70,75,87,85,96,87,96,91
O=C1c2cccc3cccc(c23)C(=O)N1N1C(=O)c2cccc3c(N4CCN(Cc5ccccc5)CC4)ccc(c23)C1=O,114,92,100,96,108,103,95,98,90
CCOC(=O)c1c(C)nc2c(c1N)CC(=O)N2Cc1ccc(OC)cc1,51,-5.4*,58,4.6*,47,38,78,26,43
O=Cc1ccc(CO)o1,108,110,112,101,110,107,102,112,86
Nc1nc(-c2ccccc2)c(CC(=O)O)s1,115,92,103,108,104,·,107,102,·
CCSC(=Nc1ccc(C)cc1)NC(=O)c1ccco1,108,94,99,100,106,97,102,92,112
N#C/C(=C\c1ccccc1Br)C(=O)c1ccccc1,109,86,96,100,102,110,93,101,101
CC(C)Cc1ccc(C(C)C(=O)OC2CC(C)(C)N([O])C(C)(C)C2)cc1 (centres undefined),·,86,104,100,105,84,99,101,82
Cc1ccc(-c2csc(N3CCCC3=O)n2)cc1,121,·,98,81,109,80,100,94,95
Nc1c(O)c(S(=O)(=O)O)c(O)c2c1C(=O)c1ccccc1C2=O,32,25,5.9*,26,21,14,16,62,24
